CIT2-GFP yeast = modulators of CIT2-GFP expression in yeast, primary screen, S. cerevisiae, GFP fusion, multiplex flow cytometry, MLPCN library; actives 0.065% (n = 320,000); S. cerevisiae CIT2-GFP strain, 3 h; 100 means same as DMSO wells; GFP response vs DMSO, % at 10 µM;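 active means GFP response relative to DMSO above a set limit, near the screen mean plus 3 SD, cut at about 150% in these data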;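 further: ratio of well median GFP fluorescence to mean of DMSO wells on the plate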
RPL19A TOR yeast = RPL19A-GFP expression modulators in yeast, primary screen, cell-based, S. cerevisiae, multiplex flow cytometry, MLPCN; percent response vs DMSO, % at 10 µM; AID 2025, 2009; S. cerevisiae RPL19A-GFP strain, 3 h; active compounds read low; actives 0.3% (n = 330,000);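 active means percent response vs DMSO below 50%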;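 further: median channel GFP fluorescence of the barcoded RPL19A-GFP strain; ratio of sample median GFP to plate DMSO average so 100% = DMSO; lower means less RPL19A-GFP as with rapamycin TOR inhibition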
MEP2-GFP yeast = modulators of MEP2-GFP levels in yeast, primary screen, S. cerevisiae, multiplex flow cytometry, MLPCN library | GFP response vs DMSO, % at 10 µM | actives 0.51% (n = 330,000) | S. cerevisiae MEP2-GFP strain, 3 h; 100% = DMSO control level;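 active means GFP response versus DMSO above a set limit, roughly screen mean plus 3 SD, cut at about 180% in these data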;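 further: median GFP fluorescence of the barcode-gated MEP2-GFP cells per well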
LAP4-GFP MLPCN = modulators of LAP4-GFP expression in yeast, primary screen, S. cerevisiae, multiplex flow cytometry, MLPCN library; AID 2023, 2009; 3 h; median GFP as percent of DMSO wells; actives 0.34% (n = 320,000); GFP response vs DMSO, % at 10 µM;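 active means GFP response vs DMSO above a set limit, about the screen mean plus 3 SD, cut at about 150% in these data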
AGP1-GFP MLPCN = modulators of AGP1-GFP expression in yeast TOR pathway, primary screen, cell-based, multiplex flow cytometry, S. cerevisiae, MLPCN library | 3 h; GFP as percent of DMSO wells | GFP response vs DMSO, % at 10 µM | actives 0.02% (n = 320,000) | AID 2066, 2009;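 active means GFP response relative to DMSO above a set limit, near screen average plus 3 SD, cut at about 150% in these data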;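 further: median GFP channel fluorescence of the gated AGP1 strain per well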
AHR act = AHR activators, primary screen, cell-based, luminescence, luciferase reporter, human | Aryl hydrocarbon receptor (Homo sapiens), P35869 | AHR-responsive luciferase reporter cells | activation, % at 5 µM | actives 2.5% (n = 320,000) | AID 2796, 2010; in the data active means activation above about 47%;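 further: 0% = vehicle wells and 100% = reference agonist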
procasp3 activ = activators of human procaspase-3 D3A mutant, primary screen, biochemical, absorbance, PC-3 D3A mutant, single concentration | AID 463141, 2010 | recombinant procaspase-3 D3A, Ac-DEVD-pNA absorbance 405 nm | actives 0.11% (n = 330,000) | Caspase-3 (Homo sapiens), P42574 | activation, % at 8.5 µM;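 active means activation above the mean of all tested compounds plus 3 SD, cut at about 21% in these data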;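 further: 0% = DMSO alone and 100% = DMSO wells spiked with extra 5 µM PC-3 D3A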
Target sequence (P42574 whole entry D9A/D28A/D175A): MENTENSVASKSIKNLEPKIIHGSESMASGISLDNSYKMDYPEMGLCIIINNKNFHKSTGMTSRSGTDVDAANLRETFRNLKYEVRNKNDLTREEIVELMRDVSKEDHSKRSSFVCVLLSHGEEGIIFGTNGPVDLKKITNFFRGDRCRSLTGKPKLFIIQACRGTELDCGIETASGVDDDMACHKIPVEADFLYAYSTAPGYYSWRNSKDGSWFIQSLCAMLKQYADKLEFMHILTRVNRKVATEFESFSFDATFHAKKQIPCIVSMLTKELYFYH
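System: Procaspase-3 D3A mutant. Medium: Zinc-free 300 mM NaCl, 50 mM HEPES, 0.01% Triton X-100. Schedule: 1 h preincubation plus 2 h reaction at 25 °C. Measured by: 405 nm absorbance of p-nitroaniline, reads at 0 and 120 min. Read-out: percent activation relative to control range.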
procasp7 counter = procaspase-7 activators, primary screen, counter-screen for procaspase-3 activator project, biochemical, absorbance, HTS, human; activation, % at 8.5 µM; recombinant procaspase-7, Ac-DEVD-pNA absorbance 405 nm; D23A/D198A/D206A triple mutant, cannot self-cleave; scale: DMSO 0, 5 µM enzyme 100; actives 0.093% (n = 330,000);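 active means percent activation above the screen-wide mean plus 3 SD, cut at about 25% in these data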
Target sequence (P55210 whole entry D23A/D198A/D206A): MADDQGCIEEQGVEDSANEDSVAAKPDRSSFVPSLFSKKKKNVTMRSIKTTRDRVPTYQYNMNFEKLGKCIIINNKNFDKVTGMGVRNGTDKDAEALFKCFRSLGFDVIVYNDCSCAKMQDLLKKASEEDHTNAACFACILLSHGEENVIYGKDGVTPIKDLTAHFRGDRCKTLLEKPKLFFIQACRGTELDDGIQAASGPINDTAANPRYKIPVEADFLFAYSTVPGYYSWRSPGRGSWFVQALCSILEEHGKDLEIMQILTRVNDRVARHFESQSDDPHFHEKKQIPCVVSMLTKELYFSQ
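Assay system: Uncleavable procaspase-7 mutant enzyme | Input: 2 µM procaspase-7 mutant as dispensed | Timing: 1 h compound preincubation, 2 h substrate cleavage, 25 °C | Repeats: One well per compound | Control set: DMSO wells as 0%, DMSO with 5 µM added PC-7 as 100% | Technique: Epi-absorbance of released pNA at 405 nm, two timepoints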
Starred values were filed as active, the others as inactive; nt = no result given.

SMILES	CIT2-GFP yeast	RPL19A TOR yeast	MEP2-GFP yeast	LAP4-GFP MLPCN	AGP1-GFP MLPCN	AHR act	procasp3 activ	procasp7 counter
Cc1ccc(C)c(NC(=O)C2CC(=O)N(C3CCCCC3)C2)c1 (stereo not drawn)	100.1	96.7	102.9	101.3	100.4	-2.2	-1.8	10.5
COc1ccc(C=NOCC(=O)OCC(=O)Nc2ccc(OC)cc2)cc1	96.8	92.9	95.3	90.2	94.5	8.5	9.4	1.6
Cc1ccc(F)cc1S(=O)(=O)Nc1cccc(C(=O)N2CCCC(C(N)=O)C2)c1 (stereo not drawn)	98.4	96.5	100.9	99.8	98.6	-0.4	-2.4	15.2
COc1cc(NC(=O)COC(=O)C2CC2)c(C)cc1[N+](=O)[O-]	97.5	103.8	105.4	97.8	100.1	38.2	3.1	0.8
Cc1ccc(S(=O)(=O)N(C)C)cc1NC(=O)COC(=O)c1c(-c2ccccc2)noc1C	106.7	103.0	101.2	105.3	101.6	1.6	2.0	4.2
CC1Cc2ccccc2N1C(=O)C1CCCCN1S(=O)(=O)c1ccccc1 (stereo not drawn)	97.5	103.8	100.8	104.6	96.9	3.4	-3.3	-1.3
CCS(=O)(=O)c1ccc2c(c1)NC(=O)C(CCO)O2 (stereo not drawn)	108.0	97.4	117.8	100.0	99.1	-2.0	7.9	5.4
COc1ccc(CCNC(=O)CSCc2ccc([N+](=O)[O-])cc2)cc1	99.7	105.6	101.9	99.8	102.3	-0.3	2.3	7.5
COc1cc(CC(NC(C)=O)C(=O)NC2CCN(C(=O)c3ccc(C)cc3)CC2)cc(OC)c1 (stereo not drawn)	92.0	103.6	98.7	96.0	101.5	-1.4	-1.3	-1.9
COc1ccc2[nH]c(C)c(C(=O)CN(C)CC3OCCO3)c2c1	101.5	94.0	88.2	104.1	111.3	15.3	-9.7	7.3
Cc1c(NC(=O)COC(=O)/C=C/c2cccc(Cl)c2)c(=O)n(-c2ccccc2)n1C	81.4	96.6	103.2	88.6	73.2	-0.8	9.6	3.0
COc1ccc(-n2ccc3ccccc32)cc1	90.8	87.1	101.9	83.9	84.5	4.5	-3.4	-2.4
O=C(Nc1ccc(SC(F)F)cc1)c1cccc2nc3ccccc3nc12	105.2	100.2	102.9	109.2	107.9	21.6	-3.4	-3.1
Cc1nn2c(COc3ccc(NC(=O)c4ccccc4Cl)cc3)nnc2c2ccccc12	96.3	99.2	99.8	88.0	93.6	3.6	1.5	-8.8
CCC(Sc1ccc2nnc(-c3cccnc3)n2n1)C(=O)O (stereo not drawn)	95.1	93.5	102.0	98.3	97.8	-2.4	-4.7	-0.2
O=C(Nc1cccc(Cl)c1)c1ccc(NCCCN2CCOCC2)c([N+](=O)[O-])c1	95.5	92.0	98.7	97.0	92.9	14.8	-5.8	5.1
Cc1cc(C)n(-c2ccc(C(=O)OCC(=O)Nc3cc(Cl)ccc3[N+](=O)[O-])cc2)n1	103.4	104.1	102.8	90.1	98.7	19.0	11.0	-4.4
Cc1ccccc1OCc1nc(-c2ccc(Br)o2)no1	95.3	96.4	91.3	112.6	96.3	10.5	5.5	5.8
C/C(=N\NC(=O)c1nnn(-c2nonc2N)c1C(C)C)c1ccc2ccccc2c1	102.7	99.8	106.1	100.1	98.3	-1.5	6.4	-2.8
CCOc1ccc(-n2c(SCC(=O)Nc3cc(C)on3)nnc2-c2c[nH]c3ccccc23)cc1	100.7	104.6	107.3	107.9	100.6	4.8	-9.4	-5.9
CCCCCCC(=O)Nc1ccc(S(=O)(=O)Nc2onc(C)c2C)cc1	92.3	99.0	95.1	103.0	98.4	0.3	2.6	4.2
CN(CC(=O)Nc1ccc(Cl)c(C(F)(F)F)c1)C(=O)CCN1C(=O)C2CCCCC2C1=O (stereo not drawn)	100.7	106.3	101.5	114.5	114.1	-2.3	10.4	8.2
CS(=O)(=O)c1ccc(Cl)c(NC(=O)COC(=O)CCN=C2NS(=O)(=O)c3ccccc32)c1	108.9	99.0	99.1	94.9	102.6	-2.3	5.2	10.2
O=C(c1cc2ccccc2oc1=O)N1CCSC1c1ccco1 (stereo not drawn)	92.9	93.6	93.7	88.4	99.1	2.5	6.4	11.8
COc1ccccc1OCCNC(=O)Nc1cc(F)c(F)cc1Cl	nt	96.0	101.8	nt	nt	9.6	2.1	5.9
O=C(O)C1CCC(N2C(=O)c3c(Cl)c(Cl)c(Cl)c(Cl)c3C2=O)CC1 (stereo not drawn)	110.0	111.1	110.5	101.8	106.5	2.5	9.1	3.5
O=C(Nc1ccc(Cl)cc1)N(Cc1cccs1)Cc1cccs1	97.7	94.9	96.0	98.9	95.9	3.5	-2.0	-5.5
O=C(Nc1ccc(Cl)c(Cl)c1)c1ccc(Cl)c(Cl)c1	105.5	104.2	105.8	104.3	100.1	167.7*	5.8	-5.0
N#CC(C#N)=C1C(=O)N(CCN2CCCCC2)c2ccccc21	109.6	109.2	109.9	112.9	115.4	0.7	-1.5	5.2
O=C1NN(c2ccc(Cl)c(Cl)c2)C(=O)/C1=C/c1cccc(OC(=O)c2cccs2)c1	92.8	99.4	98.0	111.0	100.5	12.0	-6.3	-10.6
CN(Cc1nc(-c2ccc(C(F)(F)F)cc2)no1)C1CCOCC1	108.5	101.0	104.0	100.2	105.8	-2.6	-9.2	3.7
O=C(CCc1nc2ccccc2c(=O)[nH]1)N1CCN(S(=O)(=O)c2cccc([N+](=O)[O-])c2)CC1	94.3	97.8	99.6	97.8	103.7	4.1	-0.4	16.9
CCOC(=O)c1c(C)n(-c2ccc(C)cc2)c2ccc(O)c(CN(C)C)c12	nt	87.2	110.9	91.2	95.1	2.8	0.2	-1.0
Fc1ccc(-c2nnc3n2CCCCC3)cc1	89.9	98.7	95.1	97.1	103.2	0.2	-1.9	1.7
CCCN1C(=O)/C(=C/c2ccc(C)o2)NC1=S	94.7	98.3	97.1	126.1	88.8	2.5	-2.0	-9.3
COc1ccccc1NS(=O)(=O)c1cc(Cl)ccc1OC	97.1	98.7	101.4	101.7	101.3	12.8	4.8	-6.4
CCCCCc1cc(=O)oc2c(C(CCN3CCCC(C)C3)c3ccc4c(c3)OCO4)c(OC)cc(OC)c12 (stereo not drawn)	66.6	94.0	102.9	124.6	82.0	2.9	9.9	2.6
CC(=O)c1sc(NC(=O)c2ccco2)nc1-c1ccccc1	90.5	97.8	102.8	107.3	91.2	0.4	10.9	5.3
CCS(=O)(=O)Nc1ccc(C2=NN(C(=O)c3ccco3)C(c3cccs3)C2)cc1 (stereo not drawn)	100.1	100.3	102.9	101.9	106.0	-2.7	-8.2	7.6
CN(C)CCOC(=O)C12CC3CC(C1)CC(C(=O)OCCN(C)C)(C3)C2	107.1	96.1	102.5	106.2	104.6	0.3	-0.4	-0.4

5 compounds picked at random from the list so far:
SMILES	CIT2-GFP yeast	RPL19A TOR yeast	MEP2-GFP yeast	LAP4-GFP MLPCN	AGP1-GFP MLPCN	AHR act	procasp3 activ	procasp7 counter
CCCN1C(=O)/C(=C/c2ccc(C)o2)NC1=S	94.7	98.3	97.1	126.1	88.8	2.5	-2.0	-9.3
CN(C)CCOC(=O)C12CC3CC(C1)CC(C(=O)OCCN(C)C)(C3)C2	107.1	96.1	102.5	106.2	104.6	0.3	-0.4	-0.4
O=C(O)C1CCC(N2C(=O)c3c(Cl)c(Cl)c(Cl)c(Cl)c3C2=O)CC1 (stereo not drawn)	110.0	111.1	110.5	101.8	106.5	2.5	9.1	3.5
CCOC(=O)c1c(C)n(-c2ccc(C)cc2)c2ccc(O)c(CN(C)C)c12	nt	87.2	110.9	91.2	95.1	2.8	0.2	-1.0
O=C1NN(c2ccc(Cl)c(Cl)c2)C(=O)/C1=C/c1cccc(OC(=O)c2cccs2)c1	92.8	99.4	98.0	111.0	100.5	12.0	-6.3	-10.6

Going on with the list.
SMILES	CIT2-GFP yeast	RPL19A TOR yeast	MEP2-GFP yeast	LAP4-GFP MLPCN	AGP1-GFP MLPCN	AHR act	procasp3 activ	procasp7 counter
Cc1cc(NC(=O)CSc2nc(=O)n3cccc(C)c3n2)no1	96.1	100.7	100.1	104.4	101.9	1.0	0.8	4.6
COc1ccc(-c2ccc3c(c2)S(=O)(=O)c2cccc(C(=O)N4CCN(C5CCCCC5)CC4)c2C3=O)cc1OC	108.8	101.1	102.1	119.9	108.5	2.6	0.7	-12.7
CNC(=O)c1[nH]cnc1C(=O)Nc1ccccc1	93.3	89.5	86.5	82.0	64.2	19.9	0.0	5.1
Cc1ccc(NC(=O)CN(C)C(=O)c2ccccc2Sc2ccccc2C#N)cc1	87.7	102.0	103.0	109.7	99.1	7.4	-0.5	-1.3
CCOC(=O)c1cnn(-c2nc(-c3ccccc3F)cs2)c1C(F)(F)F	98.2	101.6	111.4	104.2	102.9	1.9	-0.1	1.7
Cc1ccc(-c2n[nH]c(=S)n2C)cc1Cl	89.9	100.5	107.8	108.2	97.0	-2.3	-3.5	-0.9
COCCNC(=O)CN(C(=O)CCC(=O)Nc1ccccn1)c1ccc(OC)cc1	99.1	100.1	106.7	86.2	93.4	7.2	-2.8	1.3
CCOC(=O)C1CCN(C(=O)COc2ccc(Cl)cc2C)CC1	92.4	98.5	104.9	113.6	101.7	-4.0	-0.7	4.8
Cc1nnc2sc(-c3ccccn3)nn12	106.5	98.2	104.7	101.2	102.7	3.8	1.3	-1.6
CCCCNc1cc(=O)n(C)c(=O)n1C	93.9	100.8	103.5	101.0	101.0	0.6	3.8	6.2
Cc1cc(C)n(-c2nc(C(F)(F)F)nc3ccccc23)n1	nt	90.5	91.8	79.2	91.9	-0.8	2.3	6.4
C=CCc1c(NCCO)nc(C)[nH]c1=O	96.1	95.5	97.5	96.5	90.5	-0.5	-6.9	2.6
CCC(=O)N1CCN(c2ccnc3cc(Cl)ccc23)CC1	94.0	102.7	96.9	112.0	108.6	-1.1	-1.0	7.6
CN(C)c1ccc(CN(C(=O)COc2ccc(Br)cc2)C2CCS(=O)(=O)C2)cc1 (stereo not drawn)	86.8	101.4	100.2	93.5	97.0	3.6	-5.8	10.7
Cc1ccc(NC(=O)CN(C)C(=O)COc2ccccc2-c2ccccc2)cc1	113.7	94.3	104.0	100.7	96.0	2.7	6.3	-11.0
CCCSc1nnc(NC(=O)CSc2nc3[nH]c(=O)cc(O)c3s2)s1	86.7	94.0	93.4	91.6	95.5	-2.0	-1.4	-3.6
O=S(=O)(NNC(=S)Nc1ccc(S(=O)(=O)Nc2ncccn2)cc1)c1ccc(Br)cc1	110.0	107.4	116.3	95.1	94.7	0.2	-3.0	3.6
COc1ccc(S(=O)(=O)N(C)C[C@H]2Oc3ccc(NS(=O)(=O)c4cn(C)cn4)cc3C(=O)N([C@H](C)CO)C[C@@H]2C)cc1	86.3	94.9	97.3	96.5	95.2	0.6	1.8	1.7
CC(C)n1nc(C(=O)NCCCN2CCCC2=O)c2ccccc2c1=O	109.6	109.9	102.7	91.2	96.2	-1.3	-2.5	0.4

Source: PubChem
